Screens from PubChem.
XiGFP reactiv: reactivates the inactive X chromosome in mouse fibroblasts; XiGFP mouse fibroblasts, % GFP-positive cells imaging, 3 d; cells co-treated with 5-aza-dC sensitizer; scaled so ellipticine positive control = 100%; activation, % at 7.58 µM; 0.055% of 360,000 active;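 active means mean normalized replicate activation at least 10% and every replicate at or above 10%; inconclusive means only one of the two criteria met; inactive means mean below 10% and not all replicates reach 10%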;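 further: 0% = median of on-plate neutral control wells and 100% = ellipticine 6 µM median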
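assay system = SV40-immortalized XiGFP fibroblast cells, line 68-5-11 | buffer or medium = DMEM plus 5-aza-dC sensitizer | doses = single-point pinned compound dosing | times = 3-day compound exposure, then 15 min fixation at room temperature | benchmarks = positive control ellipticine, 6 µM final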
GSIS activator: primary screen for activators of insulin secretion dependent on glucose, INS-1E cells, GLuc reporter luminescence; activation, % at 16.6 µM; INS-1E GLuc reporter insulin secretion, 2-3 h; 0.61% of 370,000 active;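 active means lowest replicate activation of at least 40%, so every replicate reaches that level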;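 further: 0% = median of neutral control wells and 100% = median of IBMX positive control wells; some compounds called inactive have numbers as strong as hits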
ERp5 block: blocks human ERp5 reductase activity on insulin. 0.05% of 350,000 active. Q15084. AID 651711. ERp5 insulin aggregation, absorbance 650 nm, 90 min. inhibition, % at 9.99 µM;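 active means mean replicate inhibition above about 25%, with every replicate also reaching it, limit read from the data, passing the limit was not always enough; inconclusive means only one of those two criteria met; inactive means neither criterion met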
Target sequence (Q15084 whole entry, looked up): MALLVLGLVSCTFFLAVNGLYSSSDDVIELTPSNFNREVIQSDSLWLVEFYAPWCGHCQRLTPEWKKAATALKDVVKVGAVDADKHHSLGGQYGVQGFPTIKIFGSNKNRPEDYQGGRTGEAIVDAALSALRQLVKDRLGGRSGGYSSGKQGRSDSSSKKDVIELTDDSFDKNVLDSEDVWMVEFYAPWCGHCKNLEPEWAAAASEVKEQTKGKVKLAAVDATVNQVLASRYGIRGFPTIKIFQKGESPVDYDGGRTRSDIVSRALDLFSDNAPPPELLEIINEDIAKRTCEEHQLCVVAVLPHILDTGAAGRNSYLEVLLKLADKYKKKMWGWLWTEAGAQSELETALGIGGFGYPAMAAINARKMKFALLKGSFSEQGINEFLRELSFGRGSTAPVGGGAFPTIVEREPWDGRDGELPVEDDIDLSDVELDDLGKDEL
F508del corr: CFTR F508del correction in bronchial cells. CFBE cells, YFP halide quenching; stimulated with forskolin plus potentiator P3; % fluorescence drop versus neutral controls. activity (quench increase), % at 7.58 µM. 0.36% of 350,000 active. AID 720511;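 active means mean added fluorescence quench of at least 8% versus neutral control, with both replicates also reaching 8%; inconclusive means only one of the mean or replicate conditions met; inactive means mean below 8% and not both replicates reaching 8%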;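 further: cells transiently co-express mutant CFTR-F508del with the halide-sensitive YFP; corrector assay measuring rescue of mutant channel to the surface after 24 h compound exposure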
ARNT TACC3 PPI: disrupts binding between human ARNT and TACC3. Q9Y6A5. AlphaScreen His-ARNT PAS-B/GST-TACC3 binding, luminescence; TACC3 fragment carries E629A point mutation. inhibition, % at 9.99 µM. AID 623870. 0.66% of 390,000 active;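 active means mean inhibition of replicates at least 50% and at least half of replicates each reaching 50%; inconclusive means half or more replicates reach 50% but mean below 50%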;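 further: 0% = complete ARNT plus TACC3 wells and 100% = ARNT alone without TACC3; many hits fall short of the cut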
EWS-Fli block: blocks EWS/Fli oncoprotein-driven transcription. AID 651661. 0.67% of 350,000 active. inhibition, % at 12.6 µM. A673 NR0B1-luciferase reporter, viability-normalised;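 active means mean inhibition of at least 50% after viability correction, with every replicate also passing that limit; inconclusive means mean reaches 50% but only one of two replicates passes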;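 further: firefly luciferase signal divided by Alamar Blue viability fluorescence both relative to DMSO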
PAX8 reporter: lowers PAX8-driven luciferase in RMG-I cells. RMG-I TPO-luciferase reporter, SteadyGlo, 24 h. inhibition, % at 12.6 µM. 1.2% of 360,000 active;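 active means mean replicate inhibition at least 60% with every replicate also reaching 60%; inconclusive means only one of the two criteria is met; inactive means mean below 60% and not all replicates reaching 60%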;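 further: luciferase light reporting Pax8 driven TPO promoter activity; plate controls were median of neutral control wells for no effect and mitoxantrone controls for full effect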
DENV2 CPE rescue: DENV2-induced cell death inhibition. CPE inhibition, % at 9.99 µM. DENV2-infected cells, cytopathic effect rescue, plate reader. 1.7% of 350,000 active; in the data active means CPE inhibition above about 20%, passing the limit was not always enough; inconclusive means no clear call, values can overlap the other calls; tested in BHK-21 cells;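 further: 0% = median of neutral control wells and 100% = median of positive control wells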
* marks the source's active call; other numbers are inactive results; u = inconclusive; x = no result given. An unsorted share of the library (roughly 4.2% active in at least one column).

no.	mol	GSIS activator	ERp5 block	PAX8 reporter	DENV2 CPE rescue	EWS-Fli block	XiGFP reactiv	ARNT TACC3 PPI	F508del corr
1	COc1nc(-c2ccc(Cl)cc2Cl)nc2ccccc12	-5	-2	-2	-7	-18	0.2	-5	-3.1
2	NS(=O)(=O)c1cc(C(=O)OCC(=O)c2ccc3c(c2)OCCO3)ccc1Cl	-1	-4	-20	-4	-23	-0.1	-1	x
3	C[C@@H]1CN([C@H](C)CO)C(=O)Cc2cc(NC(=O)Nc3ccccc3)ccc2O[C@@H]1CN(C)S(C)(=O)=O	8	0	-11	0	1	0.0	-4	-0.8
4	CNC[C@@H]1OCCCC[C@@H](C)Oc2ccc(NS(C)(=O)=O)cc2C(=O)N([C@@H](C)CO)C[C@@H]1C	0	1	-18	-2	-3	-1.1	-1	-2.2
5	CO[C@@H]1CN(C)C(=O)c2cc(NS(C)(=O)=O)ccc2OC[C@@H](C)N(C(=O)NC(C)C)C[C@@H]1C	1	x	-5	x	4	-0.1	x	-3.6
6	N#Cc1c(Nc2cccc(F)c2)sc2c(O)cc(=O)[nH]c12	-8	-1	0	2	9	0.2	-1	-0.7
7	CCN(CC)CCCN=C1N[C@@H](c2ccccc2)C(C(=O)OC)=C(C)N1CC	17	-6	-9	1	4	0.1	x	-0.8
8	c1ccc(Cn2cc(CN3CCCCO3)c(-c3ccc4c(c3)OCO4)n2)cc1	-3	1	12	10	-4	0.0	x	2.3
9	O=C(C[C@H]1C=C[C@H](NC(=O)C2CC2)[C@H](CO)O1)NCc1ccncc1	0	5	-6	10	-6	0.1	2	-1.7
10	CC1CN(c2cc(=O)n(-c3cccc(Br)c3)c(=O)[nH]2)CC(C)O1 (stereo not drawn)	6	-2	3	-12	4	-0.1	0	2.9
11	C[C@H]1CCCCO[C@@H](CN(C)Cc2ccc3c(c2)OCO3)[C@@H](C)CN([C@@H](C)CO)C(=O)c2cc(NC(=O)Nc3ccc4c(c3)OCO4)ccc2O1	-35	-2	10	-22	16	0.0	13	3.2
12	COCCNC(=O)c1cc(S(=O)(=O)N2CCOCC2)ccc1SCc1cccc(OC)c1OC	-5	1	-4	u	13	0.0	-11	3.8
13	COc1ccc(NC(=O)N(C)C[C@H]2OCCCC[C@@H](C)Oc3ccc(NC(=O)c4ccncc4)cc3C(=O)N([C@H](C)CO)C[C@@H]2C)cc1	16	x	-24	5	-8	0.0	-2	-3.2
14	COCC(=O)N1[C@@H](CO)[C@@H]2c3ccccc3N(C(=O)NC(C)C)C[C@@H]21	4	12	-2	1	-2	0.1	-3	1.1
15	COCCNC(=O)c1cc2c(c(-c3cccc(-c4ccc(C#N)cc4)c3)n1)[C@H](CCO)N(C(=O)CC1CC1)C2	-8	-2	12	-13	-2	-0.1	x	-1.8
16	CCN1CCN(S(=O)(=O)Cc2ccccc2Cl)CC1	-4	-1	-10	8	-5	0.3	-4	1.8
17	C1CC1C(=NN=C(C1CC1)C1CC1)C1CC1	x	5	10	u	1	0.0	-11	-0.7
18	CC(=O)Nc1ccc(S(=O)(=O)N2CCN(C(=O)N3CCCC3)CC2)cc1	-2	-5	14	0	0	0.5	-11	-0.1
19	CO[C@H]1O[C@H](CO)[C@@H](OC(=O)Nc2cccc(F)c2)[C@H](OC(=O)Nc2ccc3c(c2)OCO3)[C@H]1OC(=O)Nc1ccc2c(c1)OCO2	x	-2	-5	-3	0	x	2	-1.7
20	Cc1oc(-c2ccc(Cl)cc2)nc1CN1CCCC(C(=O)NC2CC2)C1 (stereo not drawn)	-2	4	-1	-5	x	0.2	-1	0.3
21	CCc1nc2c(OCCn3cccc3)cccn2c1N(C)C(=O)c1ccc(C)cc1	-7	2	-1	-3	1	0.0	x	1.0
22	COC(=O)C[C@@H]1C[C@H]2c3cc(NC(=O)c4ccc5c(c4)OCO5)ccc3O[C@H]2[C@H](CO)O1	-5	3	7	1	-26	0.0	x	-1.2
23	COc1ccc(-c2nnc(NC(=O)c3ccco3)s2)cc1	3	-2	-57	-4	x	0.0	4	1.0
24	COc1ccc(-c2cc(C(=O)NNC(=O)c3csc(N4CCOCC4)n3)c3ccccc3n2)cc1OC	-9	7	6	-7	-8	-0.1	-3	1.7
25	CCNc1nc(NC(C)(C)C)nc(Oc2ccc(=O)n(-c3ccccc3)n2)n1	13	1	-2	-1	-30	-0.1	2	2.1

From compound 1 to 14, copied from above:
no.	mol	GSIS activator	ERp5 block	PAX8 reporter	DENV2 CPE rescue	EWS-Fli block	XiGFP reactiv	ARNT TACC3 PPI	F508del corr
1	COc1nc(-c2ccc(Cl)cc2Cl)nc2ccccc12	-5	-2	-2	-7	-18	0.2	-5	-3.1
2	NS(=O)(=O)c1cc(C(=O)OCC(=O)c2ccc3c(c2)OCCO3)ccc1Cl	-1	-4	-20	-4	-23	-0.1	-1	x
3	C[C@@H]1CN([C@H](C)CO)C(=O)Cc2cc(NC(=O)Nc3ccccc3)ccc2O[C@@H]1CN(C)S(C)(=O)=O	8	0	-11	0	1	0.0	-4	-0.8
4	CNC[C@@H]1OCCCC[C@@H](C)Oc2ccc(NS(C)(=O)=O)cc2C(=O)N([C@@H](C)CO)C[C@@H]1C	0	1	-18	-2	-3	-1.1	-1	-2.2
5	CO[C@@H]1CN(C)C(=O)c2cc(NS(C)(=O)=O)ccc2OC[C@@H](C)N(C(=O)NC(C)C)C[C@@H]1C	1	x	-5	x	4	-0.1	x	-3.6
6	N#Cc1c(Nc2cccc(F)c2)sc2c(O)cc(=O)[nH]c12	-8	-1	0	2	9	0.2	-1	-0.7
7	CCN(CC)CCCN=C1N[C@@H](c2ccccc2)C(C(=O)OC)=C(C)N1CC	17	-6	-9	1	4	0.1	x	-0.8
8	c1ccc(Cn2cc(CN3CCCCO3)c(-c3ccc4c(c3)OCO4)n2)cc1	-3	1	12	10	-4	0.0	x	2.3
9	O=C(C[C@H]1C=C[C@H](NC(=O)C2CC2)[C@H](CO)O1)NCc1ccncc1	0	5	-6	10	-6	0.1	2	-1.7
10	CC1CN(c2cc(=O)n(-c3cccc(Br)c3)c(=O)[nH]2)CC(C)O1 (stereo not drawn)	6	-2	3	-12	4	-0.1	0	2.9
11	C[C@H]1CCCCO[C@@H](CN(C)Cc2ccc3c(c2)OCO3)[C@@H](C)CN([C@@H](C)CO)C(=O)c2cc(NC(=O)Nc3ccc4c(c3)OCO4)ccc2O1	-35	-2	10	-22	16	0.0	13	3.2
12	COCCNC(=O)c1cc(S(=O)(=O)N2CCOCC2)ccc1SCc1cccc(OC)c1OC	-5	1	-4	u	13	0.0	-11	3.8
13	COc1ccc(NC(=O)N(C)C[C@H]2OCCCC[C@@H](C)Oc3ccc(NC(=O)c4ccncc4)cc3C(=O)N([C@H](C)CO)C[C@@H]2C)cc1	16	x	-24	5	-8	0.0	-2	-3.2
14	COCC(=O)N1[C@@H](CO)[C@@H]2c3ccccc3N(C(=O)NC(C)C)C[C@@H]21	4	12	-2	1	-2	0.1	-3	1.1

Later entries.
no.	mol	GSIS activator	ERp5 block	PAX8 reporter	DENV2 CPE rescue	EWS-Fli block	XiGFP reactiv	ARNT TACC3 PPI	F508del corr
26	CCN1CCN(CC(=O)Nc2ccc(N(C)C)cc2)CC1	11	-1	-12	9	5	0.4	6	4.5
27	COc1ccccc1NC(=O)c1c(Nc2ccccc2F)sc(C(=O)Nc2cccc(Cl)c2)c1N	-19	x	25	x	x	-0.1	-7	x
28	O=C([C@H]1[C@H](CO)[C@H]2Cn3c(ccc(-c4cccnc4)c3=O)[C@H]2N1CC1CC1)N1CCCCC1	-7	0	-2	-4	5	0.6	-19	-3.0
29	C[C@H](NC(=O)c1nc[nH]c1C(=O)NCC(=O)OCc1ccccc1)C(=O)OC(C)(C)C	-40	8	-17	4	-13	0.0	17	0.6
30	Cc1cc(Cl)ccc1C(=O)C1CCCN(C(=O)CCn2cncn2)C1 (stereo not drawn)	-6	-1	16	-6	x	-0.1	2	-0.4
31	C[C@@H]1CCCCO[C@H](CN(C)Cc2ccc(C(F)(F)F)cc2)[C@@H](C)CN([C@H](C)CO)C(=O)c2cc(NS(=O)(=O)c3ccccc3)ccc2O1	-15	3	13	3	5	0.2	1	4.3
32	CC(C)=NNc1nc2c(c(=O)[nH]c(=O)n2C)n1CCCc1ccccc1	10	3	-1	-4	7	0.0	1	-0.8
33	COc1cccc(OCCOc2ccc(/C=C3\C(=N)N4N=C(S(C)(=O)=O)SC4=NC3=O)cc2OC)c1	-20	0	-23	-6	-26	0.1	-3	-0.1
34	Cc1nc(C(=O)N2CCc3c([nH]c4ccccc34)C2c2cc(F)ccc2F)cs1 (stereo not drawn)	-29	4	27	-5	2	0.0	7	-3.7
35	COCCN(C[C@@H]1N[C@@H](CO)[C@@H]1c1ccc(-c2cccnc2)cc1)C(C)=O	-6	-5	1	5	-13	0.1	-3	-1.2
36	COc1ccc(NC(=O)Nc2ccc3c(c2)C(=O)N([C@@H](C)CO)C[C@H](C)[C@@H](CN(C)C(=O)NC2CCCCC2)O3)cc1	8	2	-4	3	-5	0.3	-7	2.1
37	C[C@H]1CN([C@@H](C)CO)C(=O)c2cc(NS(C)(=O)=O)ccc2O[C@H]1CN(C)Cc1ccc(-c2ccccc2)cc1	11	0	-19	7	7	0.1	2	-2.9
38	CC1=NN(C(C#N)c2ccccc2)C(C)(C)C1 (stereo not drawn)	0	3	5	-1	4	0.0	-2	0.8
39	CC[C@H](C)[C@H]1CNC(=O)C(=O)N1CC1CCN(CCCc2ccc(OC)c(OC)c2)CC1	10	0	-5	-10	7	-0.1	11	-0.2
40	CC(C)CN(C(=O)C1=NN(c2ccccc2)C(=O)CC1)c1c(N)n(Cc2ccccc2)c(=O)[nH]c1=O	10	-1	-7	5	1	0.3	-6	-2.7
41	O=C(COc1ccc(/C=N/NC(=O)c2ccncc2)cc1)Nc1ccc([N+](=O)[O-])cc1	11	5	9	4	-10	0.5	-17	0.8
42	Cc1cc(C)c(C)c(S(=O)(=O)N[C@@H](C)C(=O)OCC(N)=O)c1C	25	-1	8	2	-2	-0.1	10	-1.9
43	COc1ccc(C(=O)C(=O)N2CCN(c3ccccc3F)CC2)cc1	-16	0	-17	-11	-15	0.1	x	-0.2
44	COc1ccc(-c2ccc([C@@H]3[C@@H](C#N)N(C(=O)C4CCC4)[C@@H]3CO)cc2)cc1	-3	-12	3	-14	2	-0.1	0	-0.2
45	Cc1c(NS(=O)(=O)c2cccc(C(=O)N3CCCC3)c2)c(=O)n(-c2ccccc2)n1C	13	5	-2	-3	-5	0.1	4	5.6
46	NC(N)=NCc1cccc(I)c1	x	3	-19	6	4	0.0	-3	2.7
47	COc1ccccc1NC(=O)C(=N\O)/C(C)=N/O	x	3	2	5	-12	0.1	-6	x
48	COc1ccc(C(=O)NC2CC(C)(C)Cc3c2cnn3-c2ccccc2)cc1OC (stereo not drawn)	-9	-7	15	-2	5	0.0	3	-1.8
49	C=CCn1c(O)c(/C=C2\C=NN=C2c2ccccc2)sc1=S	1	0	-6	2	6	0.1	1	-1.1
50	O=C(COC(=O)CNC(=O)c1ccc(Cl)c([N+](=O)[O-])c1)NC(=O)CN1CCCC1=O	9	-4	9	-14	3	-0.1	0	-2.2
